Screening data (PubChem)
LYPLA2 counter: blocks human lysophospholipase 2, a PME1 counter-screen; recombinant LYPLA2, FP-Rh probe fluorescence polarization; O95372; inhibition, % at 5.9 µM; 0.38% of 320,000 active;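 active = inhibition above the screen-wide mean plus 3 SD, limit set per campaign, cut at about 26% in these data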;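 note: 0% = LYPLA2 with DMSO and 100% = wells lacking LYPLA2 enzyme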
Target sequence (O95372 whole entry, looked up): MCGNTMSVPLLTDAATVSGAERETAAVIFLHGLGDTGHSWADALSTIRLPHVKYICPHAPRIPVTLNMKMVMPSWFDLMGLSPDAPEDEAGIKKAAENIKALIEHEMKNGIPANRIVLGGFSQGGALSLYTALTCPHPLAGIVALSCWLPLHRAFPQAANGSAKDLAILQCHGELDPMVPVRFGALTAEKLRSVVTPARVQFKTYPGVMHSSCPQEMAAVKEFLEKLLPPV
EBNA-1 inhibitor: blocks EBNA-1 binding to DNA; EBNA-1 DNA binding, fluorescence polarization; inhibition, % at 14.8 µM; 0.34% of 300,000 active; AID 1950; in the data active = inhibition above about 28%
PAFAH1B2 inh: PAFAH1B2 (human) inhibition | P68402 | recombinant PAFAH1B2, FP-rhodamine activity probe, fluorescence polarization | inhibition, % at 3.39 µM | 1.2% of 340,000 active;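 active = inhibition above the mean of all tested compounds plus 3 SD, cut at about 24% in these data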;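 note: 0% = enzyme with DMSO and 100% = wells lacking PAFAH1B2; many of its hits are not listed in these tables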
Target sequence (P68402 whole entry, looked up): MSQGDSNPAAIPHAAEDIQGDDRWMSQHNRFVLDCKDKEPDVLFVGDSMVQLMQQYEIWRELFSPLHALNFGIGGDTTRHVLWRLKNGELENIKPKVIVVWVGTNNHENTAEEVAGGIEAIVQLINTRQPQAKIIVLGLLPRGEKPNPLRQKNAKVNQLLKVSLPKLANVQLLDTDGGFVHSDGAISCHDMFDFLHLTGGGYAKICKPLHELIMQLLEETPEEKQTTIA
PREPL inhibitor: inhibits the human prolyl oligopeptidase-like enzyme; inhibition, % at 5.96 µM; recombinant PREPL, fluorescence polarization activity-based probe; 0.68% of 320,000 active; AID 2751; in the data active = inhibition above about 43%;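 note: 0% = enzyme with DMSO and 100% = wells lacking enzyme; many of its hits are not listed in these tables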
ZTA DNA inh: counter-screen for EBNA-1 inhibitors: inhibitors of Epstein-Barr virus ZTA; ZTA-DNA binding, fluorescence polarization; 0.15% of 320,000 active; inhibition, % at 11 µM; in the data active = inhibition above about 33%
Target sequence (P03206 whole entry, looked up): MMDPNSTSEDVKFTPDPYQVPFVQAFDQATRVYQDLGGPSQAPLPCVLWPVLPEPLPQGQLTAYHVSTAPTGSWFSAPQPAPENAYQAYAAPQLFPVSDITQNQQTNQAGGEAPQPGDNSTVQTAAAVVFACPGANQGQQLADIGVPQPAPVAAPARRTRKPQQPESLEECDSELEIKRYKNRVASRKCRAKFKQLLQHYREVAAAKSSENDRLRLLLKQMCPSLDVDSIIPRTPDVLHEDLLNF
pPAFAH inh: pPAFAH (human) enzyme inhibition; 1.5% of 330,000 active; recombinant pPAFAH, FP-rhodamine probe fluorescence polarization; AID 463082; inhibition, % at 3.39 µM;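 active = inhibition above the mean inhibition across the screen plus 3 SD, cut at about 25% in these data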;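 note: inhibitors block binding of the rhodamine activity-based probe so polarization drops; 0% = enzyme with DMSO and 100% = wells lacking pPAFAH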
PAFAH1B3 FP inh: PAFAH1B3 (human) inhibition; Q15102; recombinant PAFAH1B3, FP-rhodamine probe, fluorescence polarization; inhibition, % at 3.39 µM; 0.28% of 340,000 active; AID 492972;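 active = inhibition above the screen-wide average of all tested compounds plus 3 SD, cut at about 25% in these data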;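 note: 0% = enzyme with DMSO only and 100% = wells lacking PAFAH1B3 protein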
Target sequence (Q15102 whole entry, looked up): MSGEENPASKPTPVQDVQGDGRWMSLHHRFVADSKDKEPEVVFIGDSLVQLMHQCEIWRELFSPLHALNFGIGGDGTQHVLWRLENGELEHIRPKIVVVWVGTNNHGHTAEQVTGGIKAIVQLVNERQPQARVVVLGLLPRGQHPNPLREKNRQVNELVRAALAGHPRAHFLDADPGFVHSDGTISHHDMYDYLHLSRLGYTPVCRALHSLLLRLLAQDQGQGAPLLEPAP
LYPLA1 counter: LYPLA1 (human) inhibition in PME1 counter-screen; O75608; inhibition, % at 5.9 µM; 0.16% of 320,000 active; recombinant LYPLA1, FP-Rh probe fluorescence polarization;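 active = inhibition above the mean of all tested compounds plus 3 SD, set per campaign, cut at about 14% in these data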;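 note: inhibitors block serine hydrolase probe labeling of LYPLA1 so polarization falls; 0% = enzyme with DMSO and 100% = wells lacking LYPLA1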
PAFAH2 FP inh: inhibitors of human PAFAH2. Q99487. recombinant PAFAH2, FP-rhodamine activity probe, fluorescence polarization. inhibition, % at 3.39 µM. 0.99% of 340,000 active;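 active = inhibition above the mean over all tested compounds plus 3 SD, cut at about 30% in these data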;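 note: inhibitors block probe labeling of enzyme so polarization drops; 0% = enzyme with DMSO and 100% = wells lacking PAFAH2 protein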
* marks the source's active call; other numbers are inactive results; . = not tested or not shown.

SMILES	LYPLA2 counter	EBNA-1 inhibitor	PAFAH1B2 inh	PREPL inhibitor	ZTA DNA inh	pPAFAH inh	PAFAH1B3 FP inh	LYPLA1 counter	PAFAH2 FP inh
CCCCn1c(N)c(N(CCOC)C(=O)c2ccc(Br)s2)c(=O)[nH]c1=O	3	0	1	-3	-7	1	-4	5	4
COC(=O)c1ccc(S(=O)(=O)NCCSc2nnc3c4ccccc4n(C)c3n2)cc1	-3	-1	2	6	8	1	-4	-5	2
Cc1cc(NC(=O)c2cccc3c2C(=O)N(C2CCCCC2)C3)ccc1Br	1	-18	-5	6	-17	2	8	1	-7
Cc1ccsc1/C=N/NC(=O)c1ccc2ccccc2c1	1	-1	-1	2	-5	4	7	-4	-7
CC(=O)NC1(C(F)(F)F)NC(=O)N(c2ccc(F)cc2)C1=O (stereo unspecified)	3	9	-1	3	7	5	0	3	3
Brc1ccc2[nH]c3c(N4CCc5ccccc5C4)ncnc3c2c1	-16	-17	.	37	-3	-2	.	-18	.
Cc1ccc(CN2CC(C(=O)Nc3ccc(S(=O)(=O)N4CCCCC4)cc3)CC2=O)cc1 (stereo unspecified)	-8	-7	-5	4	0	-3	6	-5	-2
CC1=C(C)C(c2ccccc2)NC(=S)N1 (stereo unspecified)	-1	0	17	2	-9	6	8	0	3
CCOc1ccc(N=C2NC(=O)S/C2=C\c2ccc(OC)cc2)cc1	0	-1	5	12	6	1	-1	1	0
Cc1cc(=O)[nH]c(NCCO)n1	-8	-11	-1	6	10	-5	4	-6	-6
OC(COc1ccc2c(c1)OCO2)CN1CCc2ccccc2C1 (stereo unspecified)	5	-7	-1	-1	-32	-3	11	0	1
COc1ccc(-c2ccnc(-c3ccc(O)cc3)n2)cc1	-3	1	0	6	-6	0	5	-4	3
Cc1nn(C)c(C(=O)NC(=S)Nc2ccccc2Br)c1Cl	2	-9	4	7	-4	-4	18	-1	18
CCOC(=O)COn1c(=O)c(-c2ccc(C)cc2)[n+]([O-])c2ccccc21	-4	-6	2	7	0	-2	4	-1	-7
CCN(CC)CC(=O)NN(Cc1ccccc1)c1ccccc1	-4	-7	-1	-19	4	2	13	1	7
CCCC(=O)N(c1ccc(OCC)cc1)C1C=CS(=O)(=O)C1 (stereo unspecified)	5	-6	-4	0	2	4	-6	-2	9
COc1cc(/C=C2\Oc3ccc(C#Cc4ccc(O)cc4)cc3C2=O)cc(OC)c1	.	.	4	-69	.	5	1	.	27
CCCS(=O)(=O)C(=C(Nc1ccccc1)Nc1ccccc1)S(=O)(=O)CCC	0	7	7	8	2	5	1	-1	13
CC(C)Cc1nnc(NC(=O)c2ccncc2)s1	1	16	0	0	6	4	5	1	-3
CCc1nccn1CCC(=O)N1CCCC(N2CCN(c3ccccc3C)CC2)C1 (stereo unspecified)	-14	-8	-2	22	-5	-2	-5	-8	-3
CC(=O)c1ccc(-c2ccccc2OC(F)(F)F)o1	1	6	4	6	1	4	9	3	8
O=C(O)CSc1nc(-c2ccc(Cl)cc2)nc2c1oc1ccccc12	-15	0	6	-15	-11	-10	1	-13	-13
COCCN(C(=O)COC(=O)c1ccc(Cl)nc1)c1c(N)n(Cc2ccccc2)c(=O)[nH]c1=O	5	7	-2	0	-6	2	-1	0	1
COc1ccc(C(=O)COC(=O)c2cc(S(=O)(=O)NCc3ccccc3)ccc2O)cc1	4	-3	8	16	-14	13	-2	-1	14
CCC(CC)C(=O)Nc1cccc(C(=O)Nc2ccc3c(c2)OCO3)c1	8	-7	-1	-2	-10	3	5	-2	-1
CCN(CC)CC(=O)NC1CCCc2c1cnn2-c1cc(F)cc(F)c1 (stereo unspecified)	-5	-6	5	2	-4	-7	0	-2	-1
Cn1c(CCC(=O)OCC(=O)NCc2ccc3c(c2)OCO3)nc(=O)c2ccccc21	0	7	9	2	-11	3	5	-1	2
Cc1ccc(NC(=O)c2cc3c(=O)oc4ccc(C)cc4c3s2)nc1	1	3	.	-6	12	66*	.	0	.
O=C(Nc1cc(C(F)(F)F)ccc1Cl)c1ccc(NC(=O)C(F)(F)F)cc1	-4	4	-6	-11	4	3	3	-4	-16
COc1cccc(NC(=O)c2nc(S(C)(=O)=O)ncc2Cl)c1	-6	3	2	-8	7	-2	1	-8	1
Cc1cccc(NC(=O)CSCC(=O)Nc2ccccc2N2CCCC2)c1	-4	2	10	19	-2	3	-4	0	8
CC1CCN(Cc2c(O)ccc3c2O/C(=C\c2ccco2)C3=O)CC1	-5	25	2	20	-6	18	13	-4	18
CCc1ccc(NC(=O)CSc2nnc(Cc3cccn3C)n2-c2ccc(OC)cc2)cc1	-1	3	0	4	3	1	10	1	5
C=CCn1c(SCC(=O)Nc2ccccc2)nc2scc(-c3cccs3)c2c1=O	-19	4	-11	5	8	1	-6	-13	-9
C(=N\Nc1ncnc2sc3c(c12)CCC3)/c1cccs1	-4	-2	3	28	-9	20	9	-3	10
COc1ccccc1Oc1cc(-n2nc(C)cc2C)ncn1	-3	6	3	-1	-8	2	2	0	-2
CC(=O)Nc1ccc(S(=O)(=O)NC2(C(F)(F)F)NC(=O)N(c3ccc(C)cc3)C2=O)cc1 (stereo unspecified)	-11	-8	7	-2	0	-4	-10	-4	-2
CCNc1nc(N)nc(Oc2ccc(OCCOc3ccc(Cl)cc3Cl)nn2)n1	2	1	7	21	-7	1	9	0	6
CCOCCCNC(=O)N[C@H](C(=O)OC)C(C)CC (stereo partly specified)	-1	9	5	-1	9	1	14	-1	7
CCOc1ccc(NC(=O)CN(C)C(=O)c2ccc(NC3CC3)c([N+](=O)[O-])c2)cc1OCC	3	1	4	9	6	7	7	0	2
CC(NC(=O)COC(=O)Cc1ccsc1)c1ccccc1 (stereo unspecified)	-4	-2	2	5	2	9	8	-6	2
COc1ccccc1C(=O)NCC(=O)NCCCN1CCOCC1	2	.	2	1	8	-1	-1	-4	0
CC1CC(C)CN(C(=O)CSC2=Nc3ccccc3C3=NC(Cc4c[nH]c5ccccc45)C(=O)N23)C1 (stereo unspecified)	1	-2	7	5	-10	4	4	2	-1
Cc1ccc(C)c2[nH]c(=O)c(CCNC(=O)CC(C)C)cc12	-4	10	-6	-4	7	4	13	-1	-3
O=C(CSc1nnc(-c2ccc(O)cc2)o1)Nc1ccc2c(c1)OCCO2	0	34*	5	-1	-7	-2	5	-1	7
COCC(=O)Nc1nnc(-c2cccs2)s1	1	4	3	-1	15	0	2	1	-2
O=C(OCC(=O)N1CCCC1=O)C1CCN(S(=O)(=O)c2c(Cl)cccc2Cl)CC1	3	0	5	16	7	6	3	2	-4
Cc1ccccc1N1CC(C(=O)N2CC(C)CC(C)C2)CC1=O (stereo unspecified)	-7	3	0	16	8	2	1	1	0
COc1cccc(OC)c1C(=O)NC(C)c1ccccc1 (stereo unspecified)	1	-6	0	-4	-8	-3	6	-5	2
CCOC(=O)N1CCN(C(=O)CN(c2cccc(C)c2)S(=O)(=O)c2ccc(C)cc2)CC1	1	5	0	14	21	0	2	1	6
C=CC(C)Sc1nc2c(c(=O)n(C)c(=O)n2C)n1Cc1ccccc1Cl (stereo unspecified)	-1	4	0	3	6	3	-1	-4	-1
COc1ccc(C(C)(C)C)cc1S(=O)(=O)N1CCN(C)CC1	4	4	2	-3	2	3	-1	2	-1
COc1ccc(/C=C(\NC(=O)c2ccccc2)C(=O)OC[C@@H]2CCC[N+]3(C)CCCCC23)cc1OC (stereo partly specified)	-7	-2	8	15	-1	-5	6	-3	-2
O=C(Nc1ccc2oc(=O)ccc2c1)c1ccc2ccccc2c1	-25	-8	1	2	-19	-6	5	-19	-6
O=C(c1ccc2snnc2c1)N1CCSCC1	-3	-10	0	7	-6	-4	-2	-4	3
CCn1c(P(C)(=O)O)nc2cc(NC(=O)c3ccccc3Cl)ccc21	9	0	-3	14	-18	1	3	-1	5
CCN(C(=O)COC(=O)c1ccc([N+](=O)[O-])o1)c1cccc2ccccc12	.	.	1	11	.	3	0	.	12
CC(=O)N1CCN(C(=O)c2cccc(S(=O)(=O)N3CCN(c4ccccc4)CC3)c2)CC1	-2	.	-3	6	6	0	2	-2	11
O=C(c1ccc([N+](=O)[O-])cc1)N1CCCC1	1	-8	-4	-4	-7	5	2	1	2
O=C(CCn1cccn1)Nc1ccc2c(c1)OCCO2	-1	11	5	2	-9	3	8	0	6

Arranged by the number under PAFAH1B3 FP inh (descending): 3 of the compounds above.
canonical_smiles,EBNA-1 inhibitor,PAFAH1B2 inh,PREPL inhibitor,pPAFAH inh,PAFAH1B3 FP inh,PAFAH2 FP inh
CCOCCCNC(=O)N[C@H](C(=O)OC)C(C)CC (stereo partly specified),9,5,-1,1,14,7
CC1CC(C)CN(C(=O)CSC2=Nc3ccccc3C3=NC(Cc4c[nH]c5ccccc45)C(=O)N23)C1 (stereo unspecified),-2,7,5,4,4,-1
COc1cccc(NC(=O)c2nc(S(C)(=O)=O)ncc2Cl)c1,3,2,-8,-2,1,1

Additional entries
SMILES	LYPLA2 counter	EBNA-1 inhibitor	PAFAH1B2 inh	PREPL inhibitor	ZTA DNA inh	pPAFAH inh	PAFAH1B3 FP inh	LYPLA1 counter	PAFAH2 FP inh
Cc1ccccc1NC(=O)/C(=C/c1cccs1)NC(=O)c1ccco1	3	-7	-1	-6	-5	1	-2	-4	13
CC(C)N1C(=O)CCC1C(=O)O (stereo unspecified)	-3	3	3	7	4	-2	7	-2	-4
O=C1N=c2ccccc2=C1c1sc(=S)n(NC(=O)c2ccccc2)c1O	7	13	5	9	7	-3	3	3	8
CS(=O)(=O)N(CC(=O)N/N=C/c1ccccn1)c1ccc(Oc2ccccc2)cc1	-2	0	2	10	-19	4	8	-1	1
COc1cc(OC)cc(C(=O)NCC(=O)OCc2csc(-c3ccccc3)n2)c1	2	-3	6	-2	0	8	1	5	3
C=C(C)c1cccc(C(C)(C)NC(=O)NCc2ccc(OC)cc2)c1	1	7	3	-3	14	5	-5	-2	0
O=C(NCCC1=CCCCC1)c1cc(S(=O)(=O)N2CCOCC2)ccc1Cl	5	-1	4	-4	-1	3	7	-2	4
COc1ccccc1NCC(=O)NC(=O)NC1CCCCC1	.	.	2	3	.	2	6	.	-5
CCN(CC)C(=O)Cn1cc(C(=O)C(=O)N2CCN(Cc3ccc4c(c3)OCO4)CC2)c2ccccc21	-4	11	2	2	1	2	6	-1	8
COc1ccc(C(=O)Cn2c(=O)oc3ccc(C)cc32)cc1	4	8	2	9	-1	-1	2	-2	2
O=C(CCNC(=O)c1ccc(Cl)cc1)NCC(c1ccco1)N1CCCCC1 (stereo unspecified)	7	-7	-3	7	6	0	7	0	5
O=S(=O)(NCc1ccc(F)cc1)c1cc(Br)ccc1Br	6	.	15	-11	-13	3	12	2	2
CCOc1ccccc1N1CCN(C(=O)c2ccc(S(=O)(=O)Nc3ccccc3)cc2)CC1	10	.	-1	13	-5	27*	12	6	-6
CCC(=O)Nc1nonc1-c1nc2ccccc2n1CCC(C)C	-3	5	-3	-11	-10	8	10	1	3
CC(=NCCc1c(C)[nH]c2ccc(C)cc12)C1=C(O)CC(c2ccccc2)CC1=O (stereo unspecified)	-2	11	4	18	10	16	0	-1	-4
CCCN=C1N(CC)C[C@@H]2[C@@H]3C(=O)N(Cc4ccccc4)C(=O)[C@@H]3[C@](C)(C(=O)OC)N12	.	.	0	.	.	6	3	.	-6
COc1ccc(/C(=C\Nc2ccc(C)c(C)c2)C(C)=O)cc1OC	0	3	-2	-6	18	4	0	1	0
CCOc1ccccc1CN1CCC(O)CC1	2	4	3	-1	2	1	7	2	8
Cc1c(C(=O)OCC[N+]2(C)CCCCC2)oc2ccccc12	5	3	-2	13	4	4	7	1	-4

Entries above that bear a hit mark in EBNA-1 inhibitor.
| canonical_smiles | EBNA-1 inhibitor | PAFAH1B2 inh | PREPL inhibitor | pPAFAH inh | PAFAH1B3 FP inh | PAFAH2 FP inh |
| --- | --- | --- | --- | --- | --- | --- |
| O=C(CSc1nnc(-c2ccc(O)cc2)o1)Nc1ccc2c(c1)OCCO2 | 34* | 5 | -1 | -2 | 5 | 7 |

Some of the compounds tested; count on the stated rates, not on these rows.
